Compound activity deposited in PubChem by several laboratories.
pCIP destab – p/CIP protein destabilization; Q05BA5; decrease of EGFP signal, % at 10 µM; hit rate 0.01% among 290,000; F442A p/CIP-EGFP cells, EGFP fluorescence, 16 h; AID 1984;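 active means EGFP signal decrease of at least 30% at 10 µM or well 3 SD below plate mean, unless failing retest; inactive means the rest, including hits failing retest or dose response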; further: some compounds called inactive have numbers as strong as hits; many of its hits are not listed in these tables
PHOSPHO1 block – inhibitors of human PHOSPHO1 phosphatase; Q8TCT1; recombinant PHOSPHO1, absorbance phosphatase assay; inhibition, % at 13.3 µM; hit rate 1.1% among 290,000; AID 1565; in the data active means inhibition above about 60%
Target sequence (Q8TCT1 whole entry, looked up): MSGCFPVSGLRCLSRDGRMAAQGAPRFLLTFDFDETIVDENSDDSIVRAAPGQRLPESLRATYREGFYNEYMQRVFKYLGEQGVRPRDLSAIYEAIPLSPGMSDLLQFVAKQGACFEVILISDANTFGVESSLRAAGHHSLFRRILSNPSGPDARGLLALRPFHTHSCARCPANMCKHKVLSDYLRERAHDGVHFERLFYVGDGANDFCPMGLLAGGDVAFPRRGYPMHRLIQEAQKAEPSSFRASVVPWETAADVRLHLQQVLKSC
VIM-2 inhibitor – inhibitors of Pseudomonas aeruginosa VIM-2 metallo-beta-lactamase; purified VIM-2, nitrocefin hydrolysis, epi-absorbance fluorescence; inhibition, % at 5.6 µM; hit rate 0.89% among 290,000; AID 1527;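 active means inhibition above the mean of all tested compounds plus 3 SD, cutoff set per screening run, cut at about 7.5% in these data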;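 further: red hydrolysis product quenches plate fluorescence so inhibitors raise well fluorescence; 0% = enzyme with DMSO and 100% = DMSO without enzyme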
IDE act – boosts human insulin-degrading enzyme activity in HEK cells | AID 493087 | hit rate 0.073% among 340,000 | FAbeta-B cleavage, fluorescence polarization; 0% vehicle, 100% cell-free pure enzyme wells | activation, % at 5.96 µM | P14735;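 active means activation above the mean of all tested compounds plus 3 SD, set per screening campaign, cut at about 17% in these data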
IMP-1 inhibitor – inhibitors of Pseudomonas aeruginosa IMP-1 metallo-beta-lactamase | purified IMP-1, nitrocefin hydrolysis, epi-absorbance fluorescence | inhibition, % at 5.6 µM | hit rate 0.45% among 290,000 | AID 1556;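 active means inhibition above the mean plus 3 SD of all compounds in the same screening run, cut at about 4.5% in these data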;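 further: 0% = IMP-1 with DMSO and 100% = DMSO wells lacking enzyme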
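System: purified recombinant IMP-1 beta-lactamase. Medium: Zinc- and detergent-supplemented HEPES buffer, pH 7.1. Compound: one 5.6 µM dose […]. Schedule: 15 min preincubation plus 25 min reaction at 25 °C. Technique: Epi-absorbance fluorescence, 480 nm excitation, 530 nm emission.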
NALP1 yeast inh – NALP1 inhibition | S. cerevisiae NALP1/ASC/caspase-1 growth, X-gal OD620, 72 h | inhibition, % at 10 µM | hit rate 0.61% among 280,000; in the data active means inhibition mostly above about 24%, no sharp cut-off; inactive means mostly below about 32%; further: some compounds called inactive have numbers as strong as hits
M18AAP inhibitor – blocks P. falciparum M18 aspartyl aminopeptidase; recombinant PfM18AAP, H-Glu-NHMec fluorogenic cleavage; inhibition, % at 7.35 µM; hit rate 1.2% among 290,000;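 active means inhibition above the campaign mean inhibition over all tested compounds plus 3 SD, cut at about 28% in these data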;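 further: 0% = plate median of test compound wells and 100% = 2 mM ZnCl2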
GPR7 antagonist – human neuropeptides B/W receptor 1 antagonism. AID 1861. GPR7-expressing cells, fluorescence antagonist assay. P48145. inhibition, % at 4.4 µM. hit rate 1.1% among 290,000; in the data active means inhibition above about 16%, passing the limit was not always enough;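 further: cells stimulated with the agonist NPW; 0% = agonist with vehicle and 100% = vehicle without agonist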
Target sequence (P48145 whole entry, looked up): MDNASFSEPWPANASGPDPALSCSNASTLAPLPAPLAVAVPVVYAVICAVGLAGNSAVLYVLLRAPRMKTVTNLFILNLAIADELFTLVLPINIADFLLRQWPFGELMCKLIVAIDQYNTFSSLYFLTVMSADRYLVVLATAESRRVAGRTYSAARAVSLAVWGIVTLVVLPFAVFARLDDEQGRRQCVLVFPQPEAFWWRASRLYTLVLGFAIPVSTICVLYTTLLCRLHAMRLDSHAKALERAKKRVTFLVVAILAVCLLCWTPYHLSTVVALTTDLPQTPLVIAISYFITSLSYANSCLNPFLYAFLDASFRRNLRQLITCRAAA
IDE inh – inhibitors of human insulin-degrading enzyme in cells; inhibition, % at 5.59 µM; hit rate 0.41% among 320,000; P14735; AID 434962; HEK cells, FAbetaB cleavage, fluorescence polarization;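 active means percent inhibition above the average of all tested compounds plus 3 SD, set per screening campaign, cut at about 16% in these data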;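 further: IDE supplied by intact live HEK cells; FP after avidin binding of uncleaved biotin substrate so inhibition keeps polarization high; 0% = DMSO wells and 100% = 60 µM reference IDE inhibitor Ii1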
Starred values were filed as active, the others as inactive; nt = no result given.

SMILES	pCIP destab	PHOSPHO1 block	VIM-2 inhibitor	IDE act	IMP-1 inhibitor	NALP1 yeast inh	M18AAP inhibitor	GPR7 antagonist	IDE inh
O=C(Nc1ccc(Cl)cc1)c1ccsn1	6	10	1.2	-3	-3.8	6	-2	-5	-8
O=C(CCN1CCN(c2ccccc2)CC1)N/N=C/c1ccc([N+](=O)[O-])o1	-8	15	-2.8	7	-2.6	-6	11	-5	6
Cc1ccsc1/C=C(\C#N)C(=O)NCc1ccco1	13	-7	-1.6	0	-2.9	-18	-5	0	-4
O=C(CSc1nnc(NC(=O)C2CCCCC2)s1)NCc1ccco1	9	53	28*	3	-3.8	11	-7	-11	4
O=C(CNC(=S)N(Cc1ccccc1)Cc1cccnc1)NC1CCCC1	-5	-11	-3.1	3	-4.0	32	-6	-7	1
O=C(C1CC1)N1CCc2cc(Br)cc(S(=O)(=O)NCc3ccc4c(c3)OCO4)c21	-9	-12	-2.4	2	-3.0	29	0	6	2
Cc1cc(C)c2nc(Cl)c(C3NC(=O)c4ccccc4N3)cc2c1 (configuration not stated)	-14	17	1.6	1	-3.0	-10	-3	-8	2
Cc1ccnc(NS(=O)(=O)c2ccc(NC(=O)Cc3ccc(F)cc3)cc2)n1	4	nt	-0.8	4	-2.7	-4	-2	-19	0
Cc1ccc2[nH]c(=O)c(CN(Cc3ccco3)C(=O)c3ccncc3)cc2c1	4	11	-0.2	-7	-1.4	2	-24	2	3
O=[N+]([O-])c1cnn(-c2nc(-c3ccccc3)cc(C(F)(F)F)n2)c1	13	20	-5.0	5	-3.8	16	0	-3	1
C=CCN(CC=C)C(=O)c1c(OC)cccc1OC	0	0	-3.7	2	-3.5	19	-1	-5	7
Cc1ccc(C(=O)NS(=O)(=O)c2ccccc2)cc1	-15	-8	-2.1	0	-3.4	20	5	-6	11
O=S1(=O)N=C(N(CCO)/N=C/c2ccncc2)c2ccccc21	-6	-40	3.2	3	-1.4	6	5	-9	1
Cc1nnc(SCC(=O)N2CCc3ccccc3C2)n1-c1ccccc1	-7	-18	-2.1	4	-1.3	31	-7	-6	3
CC(C)(C)C(=O)OCCn1c(=O)c2cc3c(=O)n(CCOC(=O)C(C)(C)C)c(=O)c3cc2c1=O	-1	11	-2.0	-2	-3.1	-1	-3	-3	2
OCC1(Cc2ccccc2)CCN(Cc2ccc(-c3ccco3)cc2)CC1	-4	17	-3.8	5	-4.5	15	0	4	7
CCCCc1nn2c(N)c(/C=C3\C=Nc4ccccc43)c(=O)nc2s1	-11	-6	-4.4	0	-2.0	20	1	-6	-2
CC(c1ccco1)N(C(=O)c1ccccc1NS(=O)(=O)c1cc([N+](=O)[O-])ccc1Cl)c1ccccn1 (configuration not stated)	-17	-7	-1.5	2	-3.4	25	3	-5	4
COc1cc(OC)c(NC(=S)NCc2ccc(F)cc2)cc1Cl	-4	1	-2.9	3	-2.5	6	6	-3	1
O=C(NC(=S)N1CCN(c2ccc([N+](=O)[O-])cc2)CC1)c1ccccc1F	-6	9	-5.8	4	-1.3	6	0	-5	8
CCCCCCN1CC(O)=C(c2nc3ccccc3[nH]2)C1=N	2	-6	-0.5	0	-2.4	10	0	-9	2
CC(C)OCCCn1c(NN)nc2ccccc2c1=O	11	1	0.8	5	-2.5	-12	18	-8	0
Cc1ccc(-c2nc(CS(=O)(=O)CC(=O)N3CCN(C)CC3)c(C)o2)cc1	0	26	-1.9	8	-3.3	17	-3	-10	1
CN(C)/C(=N\S(=O)(=O)c1ccc(F)cc1)c1ccccc1	-10	29	-2.4	1	-1.6	-1	7	7	5
CC(=O)c1cccc(NC(=O)C2CCCCC2)c1	2	-1	-1.9	3	-2.2	13	-10	-5	0
Cc1ccc2nc(NC(=O)COC(=O)CSc3nc(C)cc(C)n3)sc2c1	-19	28	-2.2	-2	0.1	25	-7	-3	5
COc1cc(OC)c(OC)cc1CN1CCCC(C(=O)c2ccccc2SC)C1 (configuration not stated)	-2	27	-1.5	-2	-1.2	-9	-2	-6	1
CCOc1cc(/C=N/NC(=O)c2cccs2)cc([N+](=O)[O-])c1O	1	25	-0.3	4	-5.3	-1	10	-4	nt
Cc1occc1C(=O)N1CCCC(Nc2ccc(C(C)C)cc2)C1 (configuration not stated)	5	38	-1.7	3	-1.9	-6	8	-6	2
CC(C)(C)c1ccc(NC(=O)Nc2ccc(F)cc2)cc1	-4	39	0.2	nt	-0.5	18	-1	24*	-1
COc1ccc(C=O)cc1CN1CCCN(Cc2ccccc2F)S1(=O)=O	-5	-8	0.9	1	-2.1	0	7	-1	2
Cn1c(C(=O)NCCN2CCOCC2)cc2c(=O)n3ccccc3nc21	0	18	8.3*	-9	-0.6	17	5	-5	3
CCOc1ccc(NC(=O)c2ccc(NC(=O)COC(=O)Cc3ccc(OC)cc3)cc2)cc1	3	-41	-0.2	5	-1.1	-4	-1	-5	-3
COCC(C)NC(=O)c1cc(-c2ccc(O)cc2)on1 (configuration not stated)	-20	2	-0.7	7	-3.8	-5	-8	-13	1
O=C1CC(c2ccc(F)cc2)Cc2nc(N3CCN(c4ccccc4)CC3)ncc21 (configuration not stated)	1	-23	-2.4	2	-2.5	12	0	-4	-4
Cc1nc(C)n(C)c(=O)c1-c1ccccc1	3	39	-2.8	-2	-2.3	12	-6	-4	1
O=C(CCCCn1c(=O)c2ccccc2n(Cc2ccc(F)cc2Cl)c1=O)NCc1ccco1	0	11	0.8	0	-1.9	6	14	3	2
COC(=O)N/N=C\c1c(C)nn(-c2ccccc2)c1Cl	-4	10	-0.8	1	-1.2	13	1	-10	0
O=C(CSc1ncccn1)NCc1ccc(Cl)cc1	-8	15	-3.9	-5	-3.2	-2	0	-12	5
CC(C(=O)N1CCN(Cc2ccccc2)CC1)c1ccc([N+](=O)[O-])cc1 (configuration not stated)	-4	38	-3.6	3	-1.5	nt	-1	10	-3
Cc1ccsc1/C=N/n1c(=S)[nH]nc(C)c1=O	7	2	-4.1	0	-1.9	22	3	0	4
COC(=O)c1cc2occc2n1Cc1ccc(Cl)cc1	-2	64*	-3.5	-4	-4.0	3	-14	-20	-1
O=C(C1CCN(S(=O)(=O)c2cccc([N+](=O)[O-])c2)CC1)N1CCOCC1	-6	22	-2.9	5	-2.8	3	1	-11	-3
CCn1c(C)c(C)c2cc(C(=O)N3CCN(c4ccccc4)CC3)ccc21	-7	27	-0.3	-2	-2.4	17	5	1	5
C1CCCCCC(=NNc2nn[nH]n2)CCCCC1	-14	-41	-2.1	34*	-3.8	32	3	-10	1
CCCCCn1c(N)c(-c2nc3ccccc3o2)c2c([N+](=O)[O-])nn(C)c(=O)c21	-19	-36	-3.7	6	-2.4	18	-1	-9	1
COc1ccc(-c2nc3c(c(=O)[nH]c(=O)n3Cc3ccccc3)n2C)cc1	6	12	-4.7	2	-1.8	50	-10	-8	-2
COc1ccc(S(=O)(=O)N(C)CC(=O)NC2CC2)cc1	-4	-27	0.8	3	-2.8	9	-1	-12	8
NC(=O)c1oc2ccc(Cl)cc2c1NC(=O)CN1CCOCC1	3	-7	0.2	-2	-0.6	nt	1	0	2
COc1cc(C(=S)N2CCOCC2)cc(OC)c1OC(=O)c1cccc(C)c1	-13	30	-2.2	2	-2.4	-6	5	-11	0
CC1C/C(=N\NC(=S)NC(C)C)CC(C)(C)C1 (configuration not stated)	0	0	-3.1	5	-3.5	-5	8	-12	8
O=C(N/N=C/c1ccncc1)c1cccc(S(=O)(=O)Nc2ccc(Cl)cc2)c1	-9	15	1.1	6	-0.4	nt	33*	6	5
CCCN1C(=O)/C(=C/c2ccco2)SC1=Nc1ccc(OC)cc1	-38	-36	0.7	0	3.3	9	19	-5	-2
O=C(NNC(=O)C1COc2ccccc2O1)c1cccc([N+](=O)[O-])c1 (configuration not stated)	-6	24	-1.7	1	-2.4	-4	5	-14	-1
COc1ccc(C2Nc3ccccc3C(=O)N2c2ccc(Cl)cc2)cc1Cn1cc([N+](=O)[O-])cn1 (configuration not stated)	-4	-4	-1.1	4	0.3	5	0	-7	-1
O=C(NCc1cccnc1)/C(=C/c1ccc(Cl)cc1)NC(=O)c1ccccc1	-15	22	-1.9	2	-0.2	20	-8	-8	-5
CCC(C(=O)Nc1cnccn1)c1ccccc1 (configuration not stated)	-8	34	-2.0	0	-0.9	22*	-1	-15	-2
COc1ccc(/C=C\C(=O)NCC(=O)N/N=C/c2ccc(O)cc2O)cc1	-18	16	-3.9	5	-3.8	-23	11	-12	-6
Fc1ccccc1Nc1nc2c(s1)CCc1ccccc1-2	-11	-12	-1.4	nt	-2.6	21	42*	-11	nt
COc1cc(NC(=O)c2cccnc2)c(Cl)cc1NC(=O)c1ccccc1	-8	-2	-1.0	-4	-2.3	6	4	-19	0

Complete entries as entered above. Values in the order: pCIP destab | PHOSPHO1 block | VIM-2 inhibitor | IDE act | IMP-1 inhibitor | NALP1 yeast inh | M18AAP inhibitor | GPR7 antagonist | IDE inh
C1CCCCCC(=NNc2nn[nH]n2)CCCCC1 as listed: -14 | -41 | -2.1 | 34* | -3.8 | 32 | 3 | -10 | 1
O=C(NCc1cccnc1)/C(=C/c1ccc(Cl)cc1)NC(=O)c1ccccc1 as listed: -15 | 22 | -1.9 | 2 | -0.2 | 20 | -8 | -8 | -5

Records above that bear a hit mark in NALP1 yeast inh.
SMILES	pCIP destab	PHOSPHO1 block	VIM-2 inhibitor	IDE act	IMP-1 inhibitor	NALP1 yeast inh	M18AAP inhibitor	GPR7 antagonist	IDE inh
CCC(C(=O)Nc1cnccn1)c1ccccc1 (configuration not stated)	-8	34	-2.0	0	-0.9	22*	-1	-15	-2

(cont.)
SMILES	pCIP destab	PHOSPHO1 block	VIM-2 inhibitor	IDE act	IMP-1 inhibitor	NALP1 yeast inh	M18AAP inhibitor	GPR7 antagonist	IDE inh
O=c1[nH]cnc2nc(-c3ccccc3)c(-c3ccccc3)nc12	8	-6	-0.8	-2	-0.1	13	-5	7	8
O=C(NCC1CCCO1)C(c1cccs1)N(C(=O)c1ccc(CN2CCOCC2)o1)c1ccc(Cl)cc1 (configuration not stated)	0	-4	-2.3	1	-2.1	2	1	-1	7
COc1ccc(NC(=O)c2cccc(Oc3ccccc3)c2)cn1	-6	28	0.6	-3	-1.9	4	8	-4	-7
COCCNC(=O)C(c1ccc(C)o1)N(C(=O)c1snc(C(N)=O)c1N)c1ccc(C)c(C)c1 (configuration not stated)	-7	47	0.1	-5	-2.4	13	0	-10	-2
O=c1[nH]c(SCc2nc3ccccc3c(=O)n2-c2ccccc2)nc2ccccc12	3	-4	1.6	0	0.7	12	12	-5	9
Cc1cccc(NC(=S)N(Cc2cccs2)Cc2cc3cc(C)ccc3[nH]c2=O)c1	-4	-7	-1.7	2	-0.7	36	2	-27	1
O=C(c1ccccc1)c1ccc(OCCCN2CCCCC2)cc1	-6	20	-0.1	-4	-2.2	17	1	1	1
COc1ccccc1-n1c(C)nnc1SCC(N)=O	-16	13	-2.9	2	-2.1	-6	4	-17	3
COc1ccc(CNS(=O)(=O)NCc2ccc(OC)c(OC)c2)cc1OC	-3	-28	-0.1	-1	-2.3	-3	-3	-8	3
CC(C)C(OC(=O)Cn1nnc2ccccc21)C(=O)NC1CCCC1 (configuration not stated)	-1	35	-2.4	0	-3.0	4	2	-1	1
Cc1ccc(N=Nc2ccc(O)c3ncccc23)cc1	-16	21	-6.0	-5	-3.6	33	0	-17	1
O=C(Nc1ccc(S(=O)(=O)N2CCCCCC2)cc1)c1ccc(Br)o1	-13	56	-1.9	-4	-0.4	15	-3	-5	9
